Tau fibril ThT – tau fibrillization inhibition (ThT binding); P10636; recombinant tau K18 P301L, heparin-induced fibrillization, ThT fluorescence; Potency, µM (series often up to 57.4 µM), for inactives: top-dose activity, negative = inhibition, most hits filed as inhibitors; 270,000 compounds, 2.1% hits; further: nearly all actives have a fitted effect of over 55% in size
Target sequence (P10636 561-689 P618L limits assumed): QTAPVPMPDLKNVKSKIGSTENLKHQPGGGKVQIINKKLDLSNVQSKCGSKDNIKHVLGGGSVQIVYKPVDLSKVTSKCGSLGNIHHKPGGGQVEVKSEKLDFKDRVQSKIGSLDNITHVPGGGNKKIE
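Aggregation was driven by heparin (20 uM final) acting on recombinant tau […] bearing P301L in 100 mM sodium acetate pH 7; fibrils were detected with Thioflavin T.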
Tau fluor counter – counter-screen for tau fibril formation inhibitors; tau K18 P301L Alexa594 fluorescence, heparin fibrillization; Potency, µM (series often up to 57.7 µM), inactives show top-dose activity change, negative = decrease; 280,000 compounds, 0.93% hits; AID 1463; further: nearly all actives have a fitted effect of over 55% in size
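Human tau K18 P301L (15 uM unlabeled, 0.24 uM Alexa 594-labeled) in 100 mM sodium acetate pH 7 with 20 uM heparin, 6 hr at 37 C. ThT 30 uM added, 1 hr ambient; Alexa 594 FP and total fluorescence read at 555/632 nm.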
Tau fibril FP – inhibitors of human tau fibril formation; 280,000 compounds, 0.39% hits; K18 P301L tau heparin fibrillization, Alexa594 FP, 6 h; P10636; AID 1468; Potency, µM (highest dose often 57.7 µM), without a hit: at the top dose activity, negative = inhibition, most hits filed as inhibitors; further: nearly all actives have a fitted effect of over 55% in size
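Recombinant K18 P301L […], labeled with Alexa 594 at 0.24 uM over 15 uM unlabeled; heparin inducer 20 uM final; 37 C, 6 hr; FP endpoint.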
Numbers without * were called inactive; ? = inconclusive. The call rests on the fitted dose curve; in most records, active means well fitted curve in the direction sought with a large enough effect; inconclusive means small, poorly fitted or top-dose-only effect, or another doubt; inactive means no such curve, though single readings can be large; an effect the other way counts as inactive or inconclusive. On the % scale 0 is the no-effect control and ±100 the full control effect; potency means the concentration at half of the fitted maximal effect. This is a subset; the hit share may differ from the screen's.

SMILES	Tau fibril ThT	Tau fluor counter	Tau fibril FP
CCOC(=O)c1ccc(CN(Cc2ccc(Cl)cc2Cl)S(=O)(=O)c2ccc(F)c(C)c2)cc1	10%	0%	0%
O=C(Cc1ccc(Cl)cc1)NCC(c1cccs1)S(=O)(=O)c1ccc(F)cc1 (stereo not drawn)	-5%	-17%	-11%
CCC(=O)N1CCc2cc(CNC(=O)Nc3ccc(OC)cc3OC)ccc21	?	-11%	3%
CCOC(=O)c1c(S(=O)(=O)N2CCCC(C(=O)Nc3ccc(OCC)cc3)C2)c(C)n(C)c1C (stereo not drawn)	10%	3%	-3%
COc1ccccc1CNC(=O)C1CCN(S(=O)(=O)c2c(C)noc2/C=C/c2c(C)cc(C)cc2C)CC1	0%	-8%	-6%
O=C(Nc1ccc(OC(F)(F)F)cc1)NC1COc2ccccc2C1 (stereo not drawn)	-7%	-9%	-10%
CC(C)CC(=O)Nc1ccc(S(=O)(=O)Nc2cc3c(cc2N2CCOCC2)n(C)c(=O)c(=O)n3C)cc1	-10%	-7%	-4%
COCCCn1c(SCC(=O)Nc2ccccc2OC)nc2c(sc3ccccc32)c1=O	?	-28%	0%
CCOC(=O)c1c(C)[nH]c(C)c1S(=O)(=O)N(C)CC(=O)Nc1cccc(Cl)c1C	2%	-2%	-7%
COC(=O)c1ccccc1NC(=O)C1(c2cccs2)CCOCC1	-15%	-17%	-10%
CCOC(=O)c1c(NC(=O)COc2ccc(Br)cc2)sc2c1CCCC2	2%	1%	-7%
COc1cccc(-c2nc(SCC(=O)NCc3ccco3)c3c(=O)n(C)c(=O)n(C)c3n2)c1	-9%	-9%	-7%
CCOC(=O)c1c(C)oc2nc(C)nc(NCCCN3CCN(c4ccc(F)cc4)CC3)c12	?	-15%	-5%
O=C(NCCS(=O)(=O)N1CCN(c2ccccc2F)CC1)C(c1ccccc1)c1ccccc1	5%	-10%	-5%
Cc1ccc(NC(=O)CSc2nc(-c3cccs3)nc3cc(=O)[nH]n23)cc1	-2%	2%	-1%

Complete entries, quoted from the list:
Shown for `O=C(Nc1ccc(OC(F)(F)F)cc1)NC1COc2ccccc2C1` (stereo not drawn) : Tau fibril ThT = -7%; Tau fluor counter = -9%; Tau fibril FP = -10%
Shown for `CCOC(=O)c1c(NC(=O)COc2ccc(Br)cc2)sc2c1CCCC2` : Tau fibril ThT = 2%; Tau fluor counter = 1%; Tau fibril FP = -7%

Going on with the list.
SMILES	Tau fibril ThT	Tau fluor counter	Tau fibril FP
Cc1ccccc1CSc1nnc2[nH]c(=O)cc(C)n12	-5%	2%	-8%
O=C(NC1CC(=O)N(c2ccc(Cl)cc2)C1)c1ccc(S(=O)(=O)N2CCOCC2)cc1 (stereo not drawn)	3%	-2%	-1%
COc1ccc(Cn2ccnc2SCC(=O)Nc2nc3ccccc3s2)cc1	-15%	?	3%
CNS(=O)(=O)c1cn(CC(=O)Nc2ccc(C(C)=O)cc2)cc1S(=O)(=O)NC	9%	0%	-2%
Cc1cc(=O)n(CC(=O)NCc2ccc(OC(C)C)cc2)c2c1c(C)nn2-c1cccc(F)c1	11%	-1%	0%
CC(=O)c1ccc(N2CCN(C3C(=O)c4ccccc4N3C(C)=O)CC2)cc1 (stereo not drawn)	?	-14%	1%
CC(NC(=O)C1CCN(c2nc3ccccc3nc2C(F)(F)F)CC1)c1ccccc1 (stereo not drawn)	6%	2%	-6%
Cc1ccc(C(=O)Nc2c(C(=O)NC(C)(C)C)oc3ccccc23)cc1	0%	-21%	-14%
CCOC(=O)c1c(C)[nH]c(C)c1S(=O)(=O)N1CCC(C(=O)NCc2cccc(OC)c2)CC1	-4%	-14%	-7%
Cc1ccc2c(c1)c1c(c(=O)n(-c3ccccc3C)c(=O)n1Cc1cccc(F)c1)n2C	-5%	-12%	4%
O=c1c(N2CCN(c3cccc(Cl)c3)CC2)csc2ccc(Cl)cc12	8.9µM*	-29%	-5%
CCN1CCN(C(=O)c2ccc3c(c2)N(Cc2cccc(F)c2)C(=O)c2ccccc2S3)CC1	?	-8%	8%
Cc1ccc(C(=O)NCc2ccc(F)cc2)cc1NC(=O)c1nsc2ccccc12	?	?	-9%
c1ccc(-n2ncc3c(NC4CCCC4)ncnc32)cc1	-18%	-17%	-14%
COc1cccc(CNC(=O)CCc2c(C)nn(-c3ccc(N4CCCC4)nn3)c2C)c1	-3%	2%	1%
Cc1nn(C)c2c1c(C(F)(F)F)cc(=O)n2C(C)C(=O)NCCc1ccccc1 (stereo not drawn)	4%	0%	2%
Cc1ccccc1CN1CCC(CNc2ncnc3onc(-c4ccc(Cl)cc4)c23)CC1	0%	-16%	-3%
COc1ccc(CNC(=O)Cn2c(=O)oc3cc(S(=O)(=O)NCc4ccccc4)ccc32)cc1	-8%	-13%	-10%
COc1ccccc1CNC(=O)CCC1N=C2c3ccccc3N=C(SCC(=O)NCCc3ccc(OC)c(OC)c3)N2C1=O (stereo not drawn)	2%	1%	-2%
O=C(CSc1ncc2c(n1)-c1ccccc1N(Cc1ccc(F)cc1)S2(=O)=O)c1ccc(Cl)cc1	4%	-16%	-14%
Nc1c(-c2nc(-c3cccs3)no2)nnn1-c1cccc(Cl)c1	-1%	-7%	-15%
COc1ccc(NC(=O)CCS(=O)(=O)c2cc3c4c(c2)CCN4C(=O)CC3)cc1OC	-18%	-21%	7%
Cc1ccc(NC(=O)c2ccco2)c(OCc2cc(=O)n3cc(C)sc3n2)c1	1%	4%	-1%
Cc1ccc2c(c1)N(CC(=O)NCc1cccc(Cl)c1)C(=O)c1cccnc1O2	-9%	-19%	-12%
COc1cccc(CNC(=O)c2ccc3c(=O)n4nc(Nc5ccccc5)sc4nc3c2)c1	7%	-29%	?
CCc1ccccc1NC(=O)Cn1nc(N2CCN(c3ccccc3OC)CC2)ccc1=O	-13%	-1%	8%
O=C(CCCCCn1c(=O)[nH]c2ccccc2c1=O)NCCc1ccccc1	1%	-11%	1%
Cc1ccc(CN2CCCn3nc(C(=O)NCc4ccc(N(C)C)cc4)cc3C2=O)cc1	1%	1%	7%
Cc1nnc(N2CCCC(C(=O)Nc3ccccc3C(F)(F)F)C2)c2nn(-c3ccccc3)c(C)c12 (stereo not drawn)	?	-2%	-15%
Cc1cc(C)cc(NC(=O)CSc2nc(=O)[nH]c3c2CCC3)c1	?	-24%	?
Cc1ccc(C)c(N2CCN(S(=O)(=O)c3c(C(=O)N4CCC(C)CC4)c(C)n(C)c3C)CC2)c1	-11%	2%	7%
Cc1cc(C)cc(NC(=O)C2CCCN(c3nnc(C)c4c(C)n(-c5ccccc5)nc34)C2)c1 (stereo not drawn)	-3%	-1%	3%
CCCC(=O)OCc1cnc(C)c2oc(=O)c(C(=O)Nc3cccc(C(F)(F)F)c3)cc12	-18%	-22%	-5%
Cc1ccccc1-c1nn2c(=O)cc(CN3CCN(C(=O)c4ccccc4Br)CC3)nc2s1	?	3%	3%
CCCCc1nn2c(=O)cc(COC(=O)c3ccc(NC(=O)CCc4ccccc4)cc3)nc2s1	1%	2%	9%
CSc1cccc(NC(=O)N2CCN(c3cc(-c4noc(C)n4)ccc3C)CC2)c1	8%	-25%	?
Cc1c(Cl)cccc1NC(=O)CC(c1cccs1)N1Cc2ccccc2C1=O (stereo not drawn)	8%	-13%	-8%
CCC(C)NC(=O)c1c2c(nc3ccccc13)C(=O)N(C1CCCCC1)C2 (stereo not drawn)	-4%	-1%	0%
COc1ccc2cc(-c3nnc(Nc4ccccc4)s3)c(=O)oc2c1	-17%	-8%	-3%
O=C(NCc1ccccc1Cl)c1cnc(N2CCOCC2)c2ccccc12	-7%	-16%	-8%
CCCCc1ccc(Nc2ncnc3c2cnn3-c2ccc(C)cc2)cc1	2%	-21%	-6%
CCOCCCn1c(SCC(=O)Nc2cccc(OC)c2)nc2ccccc2c1=O	0%	-26%	-6%
O=C(NCc1ccc(F)cc1)c1c2c(nc3ccccc13)C(=O)N(C1CCCCC1)C2	-4%	5%	3%
COc1cccc(NC(=O)CSc2nc3c([nH]c4ccccc43)c(=O)n2-c2cc(C)cc(C)c2)c1	-8%	?	?
Cc1c(-c2cccc(NC(=O)c3ccc(F)c(F)c3)c2)nc2ncccn12	?	-10%	-9%
Cc1c(Cl)cccc1NC(=O)N1CCN(Cc2cc(=O)n3nc(-c4ccccc4F)sc3n2)CC1	?	5%	4%
Cc1ccc(NS(=O)(=O)c2c(C(=O)N3CCCCCC3)c(C)n(C)c2C)cc1F	-1%	-3%	1%
CC(C)Cn1cc(NC(=O)NCc2ccccc2)c2ccccc2c1=O	-3%	-9%	-4%
Cc1cc(O)c(C(c2ccccc2)N2CCN(C)CC2)c(=O)n1Cc1ccco1 (stereo not drawn)	?	1%	?
CCC1CCCCN1C(=O)CSc1nc2c([nH]c3ccccc32)c(=O)n1-c1cccc(OC)c1 (stereo not drawn)	-10%	-17%	-2%
O=C(OCC1CCCO1)c1ccc2c(c1)N(Cc1ccccc1F)C(=O)c1ccccc1S2(=O)=O (stereo not drawn)	0%	-23%	2%
CCN(CC)CCNC(=O)Cn1nc(C)c2c(C)n(-c3ccccc3)nc2c1=O	6%	0%	1%
Cc1ccc(OCC(=O)Nc2nnc(SCc3cc(=O)c4ccccc4[nH]3)s2)cc1C	1%	-21%	-21%
CCN(CC)S(=O)(=O)c1ccc2c(c1)N(CC(=O)NCCCN1CCN(c3cc(C)ccc3C)CC1)C(=O)CO2	-10%	-14%	5%
O=C(Nc1c(C(=O)N2CCN(c3ccccc3F)CC2)oc2ccccc12)c1cccc(F)c1	-3%	-27%	-13%
Cn1c(SCC(=O)N2CCCc3ccccc32)ncc(C(=O)Nc2ccc(F)cc2)c1=O	?	-19%	-10%
CCOc1ccc(CNS(=O)(=O)c2ccc(-c3cc(C(F)(F)F)on3)s2)cc1	-4%	1%	?
CCOC(=O)C1CCN(Cc2cn3c(-c4ccc(OC)cc4)nnc3s2)CC1	-3%	-2%	0%
CCC(=O)OCc1cnc(C)c2oc(=O)c(C(=O)Nc3ccc(CC)cc3)cc12	?	-16%	0%
Cc1ccc(N2C(=O)CSC23C(=O)N(CC(=O)NCCc2ccccc2)c2ccccc23)cc1C (stereo not drawn)	-11%	-20%	-2%

Following part:
SMILES	Tau fibril ThT	Tau fluor counter	Tau fibril FP
CCOC(=O)c1ccc(NC(=O)c2c(NCc3cccc(OC)c3)sc3c2CCC3)cc1	?	-13%	8%
O=C(NCc1ccccc1)c1cc(Sc2cccc(Cl)c2)nc2ccccc12	-5%	-17%	-14%
COc1ccc(-c2cc(C(=O)NCCc3ccccc3)c3cc(C(C)C)ccc3n2)cc1	9%	4%	?
Cc1ccc(C)c(N2CCN(S(=O)(=O)c3cc(-c4cc(C)no4)ccc3C)CC2)c1	2%	-19%	-11%
COc1ccc(N2CCN(S(=O)(=O)CCNC(=O)Cc3ccc(OC)c(OC)c3)CC2)cc1	-1%	1%	4%
CCc1ccc(NC(=O)CSc2ccc3nc(-c4ccc(OC)cc4)cn3n2)cc1	-14%	?	8%
Oc1c(C(c2ccccc2F)N2CCCCC2)sc2nc(-c3ccco3)nn12 (stereo not drawn)	-9%	-4%	-6%

Filtered by structure, the entries above containing a Cl atom
SMILES	Tau fibril ThT	Tau fluor counter	Tau fibril FP
CCOC(=O)c1ccc(CN(Cc2ccc(Cl)cc2Cl)S(=O)(=O)c2ccc(F)c(C)c2)cc1	10%	0%	0%
O=C(Cc1ccc(Cl)cc1)NCC(c1cccs1)S(=O)(=O)c1ccc(F)cc1 (stereo not drawn)	-5%	-17%	-11%
CCOC(=O)c1c(C)[nH]c(C)c1S(=O)(=O)N(C)CC(=O)Nc1cccc(Cl)c1C	2%	-2%	-7%
O=C(NC1CC(=O)N(c2ccc(Cl)cc2)C1)c1ccc(S(=O)(=O)N2CCOCC2)cc1 (stereo not drawn)	3%	-2%	-1%
O=c1c(N2CCN(c3cccc(Cl)c3)CC2)csc2ccc(Cl)cc12	8.9µM*	-29%	-5%
Cc1ccccc1CN1CCC(CNc2ncnc3onc(-c4ccc(Cl)cc4)c23)CC1	0%	-16%	-3%
O=C(CSc1ncc2c(n1)-c1ccccc1N(Cc1ccc(F)cc1)S2(=O)=O)c1ccc(Cl)cc1	4%	-16%	-14%
Nc1c(-c2nc(-c3cccs3)no2)nnn1-c1cccc(Cl)c1	-1%	-7%	-15%
Cc1ccc2c(c1)N(CC(=O)NCc1cccc(Cl)c1)C(=O)c1cccnc1O2	-9%	-19%	-12%
Cc1c(Cl)cccc1NC(=O)CC(c1cccs1)N1Cc2ccccc2C1=O (stereo not drawn)	8%	-13%	-8%
O=C(NCc1ccccc1Cl)c1cnc(N2CCOCC2)c2ccccc12	-7%	-16%	-8%
Cc1c(Cl)cccc1NC(=O)N1CCN(Cc2cc(=O)n3nc(-c4ccccc4F)sc3n2)CC1	?	5%	4%
O=C(NCc1ccccc1)c1cc(Sc2cccc(Cl)c2)nc2ccccc12	-5%	-17%	-14%
